TRPC4 act: activators of mouse TRPC4 channel; Q9QUQ5; HEK293 TRPC4beta/mu-opioid, Fluo4 calcium fluorescence; hits give high values; B-score at 10 µM; hit rate 0.49% among 310,000; AID 2237;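 active = B-score above 5 SD of library B-scores, and initial fluorescence ratio not above library mean plus 5 SD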;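 also: positive B-score marks a calcium rise read as TRPC4 activation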
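Test system: HEK293 cells stably co-expressing mouse TRPC4beta and mu-opioid receptor | Schedule: Fluo4 dye loading 45 min at room temperature, 110 s recording | Measured by: Kinetic Fluo4 calcium fluorescence, 5 s baseline at 1 Hz | Evaluation: B score of integrated ratio | Controls: Buffer (low) and maximal DAMGO (high)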
aSyn 5UTR inh: 5' untranslated region of α-synuclein, MLPCN primary screen. alpha-synuclein 5'UTR reporter, inhibitor activity. inhibition, % (tested at 7.5 µM). hit rate 0.82% among 300,000; in the data active = inhibition above about 60%; inconclusive = no clear call, values can overlap the other calls;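 also: H4 neuroglioblastoma cells stably carrying SNCA 5'UTR luciferase fusion; 0% = DMSO wells and 100% = positive control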
TRPC4 block: TRPC4 (mouse) channel inhibition; Q9QUQ5; HEK293 TRPC4beta/mu-opioid, DAMGO-evoked Fluo4 calcium flux; hits give low values; B-score at 10 µM; hit rate 0.39% among 300,000; AID 2247;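 active = B-score over 3 SD under the library average, no early fluorescence shift, positive overall ratio signal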
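Signal: kinetic Fluo4 fluorescence imaging of calcium influx. Material: stable TRPC4beta/mu-opioid receptor HEK293 cells. Probe or stimulus: DAMGO in two steps, submaximal then maximal.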
TRPC6 inhibitor: blocks the mouse TRPC6 cation channel. Q61143. HEK293-TRPC6, membrane potential dye, ACh-evoked depolarization; hits give low values. B-score at 10 µM. hit rate 1.1% among 310,000. AID 2553;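 active = B-score under library mean minus 3 SD, initial fluorescence not abnormally high, positive integrated signal ratio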;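 also: B-score derived from integrated fluorescence ratio over the kinetic read; more negative B-score means stronger inhibition of depolarization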
Target sequence (Q61143 whole entry, looked up): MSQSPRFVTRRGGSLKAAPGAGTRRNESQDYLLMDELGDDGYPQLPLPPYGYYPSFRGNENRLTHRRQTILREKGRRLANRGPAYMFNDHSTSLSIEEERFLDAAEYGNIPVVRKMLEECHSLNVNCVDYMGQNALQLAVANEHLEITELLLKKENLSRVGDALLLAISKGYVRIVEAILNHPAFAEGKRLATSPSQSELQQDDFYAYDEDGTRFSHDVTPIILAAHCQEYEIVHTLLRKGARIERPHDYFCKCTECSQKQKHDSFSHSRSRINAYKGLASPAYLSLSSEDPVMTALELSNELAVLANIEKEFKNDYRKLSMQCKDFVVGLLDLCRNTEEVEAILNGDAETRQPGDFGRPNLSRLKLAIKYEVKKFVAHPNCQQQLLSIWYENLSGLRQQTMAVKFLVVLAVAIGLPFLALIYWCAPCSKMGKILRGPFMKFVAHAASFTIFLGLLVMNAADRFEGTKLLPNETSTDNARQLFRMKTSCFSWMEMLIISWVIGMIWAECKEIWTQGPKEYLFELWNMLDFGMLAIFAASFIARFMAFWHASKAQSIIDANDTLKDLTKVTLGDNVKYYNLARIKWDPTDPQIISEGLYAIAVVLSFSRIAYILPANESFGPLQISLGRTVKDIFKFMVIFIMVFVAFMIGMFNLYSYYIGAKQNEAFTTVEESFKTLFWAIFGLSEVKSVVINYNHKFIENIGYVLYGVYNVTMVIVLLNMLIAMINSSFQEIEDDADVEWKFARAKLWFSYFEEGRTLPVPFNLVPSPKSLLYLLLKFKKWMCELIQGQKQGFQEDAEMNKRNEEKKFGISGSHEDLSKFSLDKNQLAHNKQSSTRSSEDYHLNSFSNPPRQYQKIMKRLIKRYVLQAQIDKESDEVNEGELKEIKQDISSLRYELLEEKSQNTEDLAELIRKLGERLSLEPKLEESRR
TRPC6 act: activates the mouse TRPC6 cation channel | Q61143 | HEK293-TRPC6 membrane potential dye fluorescence; hits give high values | B-score at 10 µM | hit rate 0.13% among 310,000;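 active = B-score of the integrated fluorescence ratio above library mean plus 3 SD, and starting fluorescence ratio within library mean plus 5 SD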;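 also: higher score means more depolarization so channel activation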
HIF act: HIF pathway transcriptional activation; U2OS HRE-luciferase reporter, luminescence; normalized: DMSO 0%, desferrioxamine 100%; activation, % at 7.5 µM (by protocol); hit rate 0.32% among 300,000;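 active = mean activation of at least 10% of the iron chelator positive control signal, with at least half of replicates also reaching 10%; inconclusive = mean and replicate majority disagree about reaching 10%; inactive = mean and most replicates under 10%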
IEC-6 cytotox: kills IEC-6 intestinal cells in KLF5 counter-screen. hit rate 0.78% among 290,000. inhibition, % at 5 µM. IEC-6 cytotoxicity, luminescence viability; in the data active = inhibition above about 22%;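 also: 0% = plate median of test compound wells and 100% = cytotoxic reference compound wells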
SKKanGAS inh: blocks kanamycin growth of S. pyogenes SKKanGAS strain | BacTiter-Glo, 6 h | inhibition, % at 7.5 µM | hit rate 1.3% among 300,000 | AID 1662;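 active = mean replicate score, as percent of positive control median, at least 50; inconclusive = mean below 50 but one replicate at or above 50; inactive = mean and every replicate below 50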;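 also: strain carries kanamycin resistance gene driven by streptokinase promoter and grows in 40 µg/ml kanamycin; loss of luminescence reflects streptokinase promoter inhibition or plain growth inhibition; 0% = median of DMSO wells and 100% = positive control at its reference dose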
MrgX1 antagonist: human MrgX1 receptor antagonism, primary screen; MRGX1-HEK293 calcium flux, Fluo-4, BAM8-22 antagonism; hits give low values; B-score at 10 µM; hit rate 1.3% among 310,000; AID 588676;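 active = calcium-response B-score plate-corrected more than 3 library SD below zero, starting fluorescence within 5 deviations, no agonist response on first addition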;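 also: peak minus trough fluorescence over baseline after final BAM8-22 challenge near maximal dose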
KLF5 inhibitor: suppresses KLF5 promoter-driven expression; DLD-1 KLF5 promoter-luciferase reporter, luminescence; inhibition, % at 5 µM; hit rate 0.23% among 290,000;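 active = inhibition above a per-plate limit of that plate's mean compound inhibition plus 3 SD, cut at about 60% in these data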;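 also: 0% = DMSO wells and 100% = LY294002 at 200 µM; higher means less KLF5 promoter-driven luciferase light; inactives centre near -14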
TRPC4 potent: TRPC4 (mouse) allosteric potentiation; B-score at 10 µM; hit rate 0.42% among 310,000; Q9QUQ5; HEK293 TRPC4beta/mu-opioid, DAMGO EC20, Fluo-4 Ca2+ flux; hits give high values;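 active = B-score of calcium response area above 5 SD of library B-scores, with initial fluorescence ratio within 5 SD of library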;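 also: B-score of integrated fluorescence ratio over time as area under calcium response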
Active calls of the source: *; i = inactive; ? = inconclusive; . = no result given.

The line under a structure holds: TRPC4 act	aSyn 5UTR inh	TRPC4 block	TRPC6 inhibitor	TRPC6 act	HIF act	IEC-6 cytotox	SKKanGAS inh	MrgX1 antagonist	KLF5 inhibitor	TRPC4 potent
- CCN(CC)S(=O)(=O)c1ccc(Cl)c(NC(=O)CSc2cccc[n+]2[O-])c1
  i	3.1	i	i	i	-0.7	3.2	2.6	i	9.7	i
- COc1cc2[nH]c(=S)n(CCN3CCOCC3)c(=O)c2cc1OC
  i	1.3	i	i	i	-0.5	-1.2	2.1	i	-2.4	i
- CCOC(=O)CCNC(=O)Nc1ccc2nc(C)n(Cc3ccc(Cl)cc3)c(=O)c2c1
  i	7.2	i	i	i	0.2	-3.9	8.1	i	-2.3	i
- CC(C)c1ccc(NS(=O)(=O)c2ccc(N3C(=O)CCC3=O)cc2)cc1
  i	-16.3	i	i	i	-0.2	-1.0	4.2	i	-13.1	i
- NC(=S)N=Nc1c(O)n(C2OC(=O)c3ccccc32)c2ccccc12 (stereo unspecified)
  i	9.0	i	i	i	-0.1	7.7	-2.3	i	-24.6	i
- CCc1cc(=O)oc2c(C)c(OC(C)C(=O)NC3CC(C)(C)NC(C)(C)C3)ccc12 (stereo unspecified)
  i	-1.2	i	i	i	-0.6	7.6	-1.1	i	-10.5	i
- CCCNS(=O)(=O)c1ccc(-n2cnnn2)c(OC)c1
  i	5.0	i	i	i	0.0	0.6	-3.7	i	-37.2	i
- O=C(O)/C=C/c1cccc(NS(=O)(=O)c2ccccc2)c1
  i	12.6	i	i	i	-0.8	-2.4	-14.1	i	6.4	i
- O=c1c(Cl)c(N2CCOCC2)cnn1-c1ncc(C(F)(F)F)cc1Cl
  i	0.0	i	i	i	-0.1	-1.5	6.4	i	-6.5	i
- Cc1ccc(NC(=O)c2snc3ccc(Cl)cc23)cc1C
  i	-215.8	i	i	i	2.2	0.9	-9.2	i	-22.6	i
- O=C(C1CCCO1)N1CCN(C(=S)Nc2ccc(Cl)c(Cl)c2)CC1 (stereo unspecified)
  i	-0.2	i	i	i	-0.2	-2.4	-2.5	i	-26.4	i
- CCc1cc(=O)oc2c3c(cc(OCC(=O)NCc4cccnc4)c12)OC(C)(C)CC3
  i	4.7	i	i	i	0.0	7.1	-0.4	i	-54.2	i
- CCOC(=O)N1CCN(CC(O)COCC2=CCC3CC2C3(C)C)CC1 (stereo unspecified)
  i	10.0	i	i	i	0.2	5.5	2.4	i	-9.6	i
- [N-]=[N+]=NC1C[C@H](n2ccc(=O)[nH]c2=O)O[C@@H]1CO (stereo partly specified)
  i	7.5	i	i	i	0.1	5.5	1.0	i	-18.8	i
- CCOc1c(Cl)cc(CNc2nnnn2C)cc1OC
  i	3.1	i	i	i	-1.5	-1.6	-2.8	i	-10.2	i
- CCc1sc(C(=O)Nc2ccc3c(c2)OCCO3)cc1Br
  i	-192.6	i	i	i	3.5	2.6	1.0	i	-198.9	i
- Cc1ccc(OC(C)C(=O)O)cc1C (stereo unspecified)
  i	10.3	i	i	i	-0.1	-5.9	7.9	i	-29.3	i
- O=C(O)C1CN(c2ncccc2[N+](=O)[O-])C1
  i	12.6	i	i	i	0.1	1.2	-2.8	i	-15.0	i
- Cc1ccc(-n2ccnc(SCC(=O)NCCc3ccccc3)c2=O)cc1F
  i	-11.7	i	i	i	0.0	.	9.5	-4.62*	.	i
- COc1cc(/C=N/Nc2ccc(S(N)(=O)=O)cc2[N+](=O)[O-])cc(OC)c1O
  i	-11.0	i	i	i	-0.4	-2.1	1.3	i	-10.0	i
- COc1ccc(NS(=O)(=O)c2csc(C(=O)Nc3ccccc3)c2)cc1
  i	-21.3	i	i	i	0.1	-0.7	-0.6	i	2.7	i
- C/C=C/c1ccc(OCC(O)CN(C)Cc2ccc(SC)cc2)c(OC)c1 (stereo unspecified)
  i	-3.6	i	i	i	0.6	4.0	-1.1	i	-23.3	i
- O=C(CN1C(=O)CCSc2ccccc21)Nc1ccc2c(c1)OCCO2
  i	-10.1	i	i	i	-0.5	-2.8	0.6	i	-10.7	i
- O=C(CN1C(=O)c2cccc3cccc(c23)C1=O)N1CCCCC1
  i	5.8	i	i	i	-0.7	-2.5	-0.9	i	-36.6	i
- O=C(O)c1ccc(-c2ccc(Cl)cc2Cl)o1
  i	-4.4	i	i	i	0.4	2.9	-7.2	i	-37.0	i
- Cc1ccc(/C=N/N2CCN(Cc3ccccc3)CC2)cc1
  i	-26.6	i	i	i	0.6	-1.5	-1.4	i	-20.9	i
- CCOC(=O)CS(=O)(=O)c1nc(-c2ccccc2)cc(C(F)(F)F)n1
  i	-20.5	i	i	i	0.7	27.8*	-12.1	i	7.8	i
- O=C(NC1CCCCC1)C1CCN(S(=O)(=O)c2cccc3cccnc23)CC1
  i	13.9	i	i	i	.	0.0	-3.8	i	-22.3	i
- O=[N+]([O-])c1ccc(N=Nc2ccc(O)cc2O)cc1
  i	45.2	i	i	i	0.3	-6.3	?	i	-38.0	i
- COc1ccc(S(=O)(=O)N2CCC(C(=O)NCCC(=O)NC3CC3)CC2)cc1
  i	-11.6	i	i	i	-0.2	-8.9	-1.8	i	-1.0	i
- NC(=O)c1ccccc1NC(=O)/C=C/c1ccc(Cl)cc1
  i	-109.5	i	i	i	1.9	3.2	-12.0	i	-117.1	i
- N#Cc1ncc(C(F)(F)F)cc1Sc1ccccc1N
  i	16.3	i	i	i	0.3	-0.2	-0.1	i	-15.5	i
- COCCn1c(NCc2ccccc2)nc2c1c(=O)[nH]c(=O)n2C
  i	13.3	i	i	i	-0.3	-2.0	-3.8	i	-9.3	i
- COc1cc(NC(=O)COC(=O)c2ccccc2SCC(=O)N2CCCC2)cc(OC)c1
  i	3.1	i	i	i	0.2	.	-1.9	i	.	i
- CC(C)CN(C(=O)COC(=O)C1CC1)c1c(N)n(Cc2ccccc2)c(=O)[nH]c1=O
  i	10.0	i	i	i	-1.0	.	-5.4	i	.	i
- CCOC(=O)c1c(NC(=O)COC(=O)CNC(=O)c2ccc(Cl)cc2Cl)sc(C(=O)N(C)C)c1C
  i	16.1	i	i	i	0.0	.	-3.5	i	.	i
- CCCC(C)(C)NC(=O)CCCCC(=O)NC(C)(C)CCC
  i	11.7	i	i	i	-0.2	-1.0	5.6	i	-9.9	i
- O=C(CCCn1c(SCC(=O)NC2CCCCC2)nc2ccccc2c1=O)NCC1CCCO1 (stereo unspecified)
  i	11.8	i	i	i	-0.1	4.4	-0.3	i	-19.9	i
- COc1ccc(CCN2CC(C(=O)NCc3ccco3)CC2=O)cc1OC (stereo unspecified)
  i	11.8	i	i	i	-0.8	4.0	-4.2	i	-11.8	i
- O=C(CCc1ccc(S(=O)(=O)NCCc2ccccc2)cc1)NCc1ccco1
  i	5.6	i	i	i	0.1	5.1	-0.6	i	0.2	i
- Cc1cccc(NC(=S)N/N=C/c2c[nH]c3ccccc23)c1
  i	-64.9	i	i	i	0.0	12.0	8.5	i	4.6	i
- O=C(COC(=O)c1cccnc1)c1ccc(Cl)c(Cl)c1
  i	-28.0	i	i	i	-0.1	3.7	-1.4	i	-7.4	i
- Cn1c(SCc2ccccc2F)nc2cccnc21
  i	-101.2	i	i	i	2.5	-1.6	1.3	i	-163.9	i
- Cc1ccc(C(=O)NC2CCCN(c3ccc(C(F)(F)F)cn3)C2)cn1 (stereo unspecified)
  i	12.0	i	i	i	-0.1	0.6	-3.6	i	4.5	i
- Cn1nc(-c2ccccc2)cc1NC(=O)Nc1ccccc1F
  i	-35.4	i	i	i	1.0	0.6	-15.7	i	-36.6	i
- CCC(=O)c1ccc(OCC(=O)NCCC2=CCCCC2)c(OC)c1
  i	14.0	i	i	i	0.4	-6.6	-5.6	i	-36.6	i
- CC(=O)N1CCc2cc(C(=O)CN3CCN(c4cccc(Cl)c4)CC3)ccc21
  i	-22.1	i	i	i	0.1	-1.1	5.9	i	-7.8	i
- c1ccc(Cn2c(-c3cccs3)nc3nc4ccccc4nc32)cc1
  i	-16.5	i	i	i	0.9	-7.0	18.0	.	8.5	i
- Cn1cc([N+](=O)[O-])c(C(=O)NNC(=O)c2ccc([N+](=O)[O-])cc2)n1
  i	6.9	i	i	i	0.7	-0.3	-3.4	-5.35*	-54.4	i
- CCCCNC(=S)NNC(=O)c1cc(C)on1
  i	-1.4	i	i	i	-0.3	-3.1	6.4	i	-15.0	i
- CC(=O)C1=C(C)NC(=O)NC1c1ccc(Cl)cc1 (stereo unspecified)
  i	-9.1	i	i	i	-0.2	0.1	-19.2	i	-19.8	i

Source: PubChem BioAssay (several laboratories)
